FLuc counter: qHTS profiling assay for firefly luciferase inhibitor/activator using purifed enzyme and Km concentrations of substrates (counterscreen for miR-21 project); Luciferin 4-monooxygenase (Photinus pyralis), P08659; purified FLuc, Km substrates, luminescence inhibition; Potency, µM (highest dose often 57.5 µM), for inactives: at the top dose activity change, negative = inhibition, usual class: inhibitors; 6.9% of 360,000 active; AID 588342, 2011;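 further: plate controls were vehicle for no effect and reference inhibitor for full effect; nearly all actives have a fitted effect of over 55% in size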
Target sequence (P08659 whole entry, looked up): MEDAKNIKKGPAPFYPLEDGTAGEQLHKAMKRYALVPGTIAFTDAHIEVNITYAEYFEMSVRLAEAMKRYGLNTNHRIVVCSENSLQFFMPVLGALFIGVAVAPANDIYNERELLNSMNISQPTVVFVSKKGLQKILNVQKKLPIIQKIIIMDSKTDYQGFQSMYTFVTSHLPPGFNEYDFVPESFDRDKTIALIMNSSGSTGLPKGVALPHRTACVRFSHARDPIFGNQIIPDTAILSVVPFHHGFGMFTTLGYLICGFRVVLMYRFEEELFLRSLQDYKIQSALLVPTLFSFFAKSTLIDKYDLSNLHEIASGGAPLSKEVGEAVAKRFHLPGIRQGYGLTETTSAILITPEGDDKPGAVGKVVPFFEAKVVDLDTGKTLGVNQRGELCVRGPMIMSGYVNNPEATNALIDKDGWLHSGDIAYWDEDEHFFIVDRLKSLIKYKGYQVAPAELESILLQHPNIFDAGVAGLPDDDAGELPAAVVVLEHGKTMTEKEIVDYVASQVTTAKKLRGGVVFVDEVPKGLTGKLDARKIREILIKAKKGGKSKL
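Biochemical qHTS of compounds, final roughly 60 µM downward over six points, against 10 nM purified firefly luciferase using Km concentrations of substrates (10 uM D-luciferin, 10 uM ATP) in Tris acetate pH 7.5 buffer; luminescence output.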
BRCA1 expr act: qHTS Assay to Identify Small Molecule Activators of BRCA1 Expression | MCF7-BRCA1-FFLuc reporter, luminescence, 48 h; response scale: scaled: vehicle 0%, 10 µM genistein 100% | Potency, µM (doses to about 46.1 µM), inactives show at the highest dose activation, most hits filed as activators | 1.1% of 380,000 active | AID 624202, 2012; further: nearly all actives have a fitted effect of over 80% in size; some results filed as inactive show a strong effect at the top dose
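MCF7-BRCA1-FFLuc cells, 2000/well in phenol-red-free MEM, attached 2 h then treated 48 h at 37 C. Luciferase luminescence read 15 min after reagent; normalized to genistein maximum activation (10microM) and DMSO, concentration-response fitted.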
p53 reactivation: qHTS assay for re-activators of p53 using a Luc reporter. 0.063% of 320,000 active. Potency, µM (series often up to 92.2 µM), without a hit: at the highest dose activity change, positive = activation, actives largely listed as activators. H1299 p53-A138V BP100-luciferase reporter, luminescence, 24 h; further: % of control where 0% means no effect; nearly all actives have a fitted effect of over 45% in size
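H1299 (p53-null), stable ts p53-A138V + BP100-Luc; 1000 cells/well, Opti-MEM/10% FBS; cpd 4 pt, 1:5; 24 h, 37 deg C, 5% CO2; detection reagent 10 min RT; luminescence.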
uPA generation: qHTS for Inhibitors of Cell Surface uPA Generation; cell surface uPA generation assay, qHTS; Potency, µM (titrated, usually from 38.3 µM), inactives show at the top dose activity change, negative = inhibition, usual class: inhibitors; AID 540303, 2011; 0.31% of 330,000 active; active means well fitted inhibition curve with a large enough effect; inconclusive means small, poorly fitted or top-dose-only effect; inactive means no such curve, though single readings can be large or run the other way; tested in mouse RAW 264.7 cells; further: on the % scale 0 is the no-effect control and ±100 the full control effect; nearly all actives have a fitted effect of over 55% in size
Rab9 prom act: qHTS Assay for Rab9 Promoter Activators. Huh7 Rab9 promoter-luciferase reporter, luminescence, 24 h. Potency, µM (doses to about 9.22 µM), without a hit: at the highest dose activation, negative = inhibition, usual class: activators. 2.8% of 320,000 active; further: % of control where 0% means no effect; nearly all actives have a fitted effect of over 60% in size
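Luminescence read-out: Huh7 cells stably expressing Rab9-luciferase, treated 24 h with compound at 37 °C, then lysed with luciferase reagent for 10 min at ambient before reading.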
Gal4-VP16 FLuc: VP16 counterscreen qHTS for inhibitors of ROR gamma transcriptional activity. Drosophila S2 Gal4-VP16 UAS-luciferase, luminescence, 20 h. Potency, µM (series often up to 53.6 µM), inactives show at the highest dose activity, negative = inhibition, usual class: inhibitors. 3.5% of 310,000 active. AID 2546, 2010;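 further: Gal4-VP16 expression switched on by copper sulfate through the metallothionein promoter; on the % scale 0 is the no-effect control and ±100 the full control effect; nearly all actives have a fitted effect of over 50% in size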
NPC1 prom act: qHTS Assay for NPC1 Promoter Activators | Huh7 NPC1 promoter luciferase reporter, 24 h | 2.4% of 320,000 active | Potency, µM (titrated, usually from 9.22 µM), for the others: top-dose activation, usual class: activators;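 further: % of control where 0% means no effect; nearly all actives have a fitted effect of over 60% in size; reporter is driven by a mutant NPC1 promoter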
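Huh7 reporter cells (NPC1 promoter driving luciferase) are dosed with compound for 24 h at 37 °C, 5% CO2; luciferase detection reagent is then added and luminescence measured after 10 min at ambient temperature.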
ELG1 genotoxic: qHTS screen for small molecules that induce genotoxicity in human embryonic kidney (HEK293T) cells expressing luciferase-tagged ELG1 | 1.3% of 330,000 active | Potency, µM (highest dose often 46 µM), for the others: top-dose activity change, positive = activation, most hits filed as activators | AID 504466, 2011 | HEK293T ELG1-luciferase reporter, luminescence, 16 h; further: % of control where 0% means no effect; nearly all actives have a fitted effect of over 60% in size
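Quantitative HTS format in 1536-well plates. HEK293T ELG1-luciferase reporter cells receive test compound and are incubated 16 hr at 37 °C, 5% CO2; ONE-Glo added, 30 min room temperature, then luminescence read.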
MBNL1 CUG block: qHTS Assay for Inhibitors of MBNL1-poly(CUG) RNA binding | AID 2675, 2010 | TR-FRET MBNL1-His/biotin-(CUG)12 binding, 665/545 ratio | 0.036% of 280,000 active | Muscleblind-like protein 1 (Homo sapiens), Q9NR56 | Potency, µM (doses to about 57.5 µM), inactives show at the top dose activity change, negative = inhibition, hits mostly inhibitors; active means well fitted inhibition curve with a large enough effect in the signal ratio, with a control signal flat, not every such curve was filed as active; inconclusive means small, poorly fitted or top-dose-only effect, or effect the other way, or a change in a side signal; inactive means no such curve, though single readings can be large or run the other way; the % refers to the signal ratio; further: on the % scale 0 is the no-effect control and ±100 the full control effect
Target sequence (Q9NR56 whole entry, looked up): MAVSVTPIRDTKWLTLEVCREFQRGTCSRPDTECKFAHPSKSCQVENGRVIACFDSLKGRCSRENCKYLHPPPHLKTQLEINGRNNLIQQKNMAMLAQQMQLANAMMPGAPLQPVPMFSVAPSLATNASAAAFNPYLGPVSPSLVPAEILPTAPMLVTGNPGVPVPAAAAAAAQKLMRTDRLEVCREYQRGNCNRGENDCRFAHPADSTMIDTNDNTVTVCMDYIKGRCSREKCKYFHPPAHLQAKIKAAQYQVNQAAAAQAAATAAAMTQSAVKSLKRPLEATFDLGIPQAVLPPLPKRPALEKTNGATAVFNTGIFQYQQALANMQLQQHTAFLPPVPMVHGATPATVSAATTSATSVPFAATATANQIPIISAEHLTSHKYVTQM
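Compound titration spanned 92 nM–58 uM against the MBNL1-His/biotin-(CUG)12 complex. After 60 min at room temperature with 5 nM streptavidin-XL665 and 0.055 ng/ul terbium anti-His, ratiometric 665/545 nm emission (Ex 340 nm) normalized to controls.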
RORg inh: qHTS for inhibitors of ROR gamma transcriptional activity; Nuclear receptor ROR-gamma (Mus musculus), P51450; Drosophila S2 Gal4-RORgamma UAS-luciferase reporter, 20 h; Potency, µM (top dose mostly 53.6 µM), without a hit: at the highest dose activity change, negative = inhibition, actives largely listed as inhibitors; 5.4% of 310,000 active; AID 2551, 2010; further: on the % scale 0 is the no-effect control and ±100 the full control effect; nearly all actives have a fitted effect of over 60% in size
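Luciferase reporter read in Schneider cells carrying Gal4-RORγ (mouse) and UAS-Photinus luciferase; cells given compound 1 h before 700 uM copper sulfate induction, then incubated 20 h at ambient temperature.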
* = called active by the depositor; ? = inconclusive; . = not tested or not shown; [ ] = remark or other dose. Unless noted, the call rests on the fitted dose curve; in most records, active means well fitted curve in the direction sought with a large enough effect; inconclusive means small, poorly fitted or top-dose-only effect, or another doubt; inactive means no such curve, though single readings can be large; an effect the other way counts as inactive or inconclusive. Potency means the concentration at half of the fitted maximal effect.

SMILES,FLuc counter,BRCA1 expr act,p53 reactivation,uPA generation,Rab9 prom act,Gal4-VP16 FLuc,NPC1 prom act,ELG1 genotoxic,MBNL1 CUG block,RORg inh
CCO[C@@H]1OC(C(=O)NCc2nc3ccccc3[nH]2)=C[C@H](C2CCCCC2)[C@H]1CCCO,-2.7%,-11.1%,-3.6%,-10.1%,-1.3%,4.0%,1.0%,-9.9%,8.2%,-8.5%
COCCN(Cc1cc2ccc(C)c(C)c2nc1Cl)C(=O)N1CCOCC1,-18.2%,0.0%,-3.1%,-7.6%,12.4%,-1.6%,0.0%,-3.3%,4.8%,?
Cc1ccc(OCCCC(=O)N2CCOCC2)c(C)c1,?,?,26.6%,-1.8%,?,1.4%,?,20.6µM*,3.1%,?
COCC(C)NCc1cccc2ccccc12 (stereo unspecified),-1.8%,16.9%,1.6%,-17.9%,-9.6%,3.4%,0.4%,-2.0%,16.2%,-28.2%
CCN(CC)S(=O)(=O)c1ccc(-c2nnc(SCC(=O)Nc3ccc(OC)cc3)o2)cc1,1.8%,1.7%,-5.2%,3.4%,5.6%,-0.5%,-0.8%,0.0%,-10.3%,?
CCCN(CC(=O)Nc1ccccc1OC)C(C)C(=O)NC(C)CCc1ccccc1 (stereo unspecified),-4.7%,-6.3%,0.1%,-3.8%,-2.5%,-10.5%,-1.4%,-0.6%,0.3%,-33.5%
Cc1ccc(S(=O)(=O)N2CCOCC2)cc1C(=O)OCC(=O)NC1CCS(=O)(=O)C1 (stereo unspecified),-10.1%,-12.7%,.,6.2%,-3.2%,-5.0%,-0.6%,-2.6%,-12.4%,-33.4%
COc1cc(C(=O)Nc2nnc(SC)s2)c([N+](=O)[O-])cc1OC,?,6.7%,-0.9%,4.5%,4.7%,-12.5%,-2.9%,11.0%,21.1%,9.1%
Cc1ccc(CNc2nc3ccccc3s2)s1,0.338µM*,10.4%,.,-11.8%,0.355µM*,5.7%,0.355µM*,?,9.3%,41.2%
CS(=O)(=O)Nc1ccc(C(=O)NC2CC3CCC2C3)cc1 (stereo unspecified),1.4%,2.5%,6.6%,.,8.0%,1.1%,-2.3%,1.7%,0.9%,26.9%
NC1=NC(=Nc2ccc(Cl)cc2)c2ccccc21,7.57µM*,-34.4%,?,-2.8%,-5.3%,?,-2.0%,17.2%,?,-10.3%
CCOC(=O)C1(CCSC)NC(c2ccco2)C2C(=O)N(C)C(=O)C21 (stereo unspecified),1.3%,-26.7%,23.6%,3.4%,-6.4%,0.3%,-4.6%,2.2%,-0.6%,-5.3%
CN(C)S(=O)(=O)c1ccc(C(=O)N2CCN=C2SCc2cccnc2)cc1,-1.1%,0.4%,8.4%,-3.4%,15.8%,-1.5%,3.7%,-4.2%,-2.9%,-0.5%
C/C(=N\OCC(=O)Nc1ccccc1C(C)(C)C)c1ccc2c(c1)OCCO2,-0.2%,-23.6%,2.9%,1.7%,-2.9%,2.9%,-4.1%,-5.3%,-0.5%,-11.9%
Cc1ccc(/C=C/c2ccc3cccc(O)c3n2)s1,2.69µM*,49.4%,?,-4.2%,3.16µM*,?,3.98µM*,20.6µM*,?,14.1µM*
Cc1ccc(C)c(OC(C)C(=O)Nc2ccc(S(=O)(=O)Nc3nccs3)cc2)c1 (stereo unspecified),-1.6%,-12.2%,-2.2%,-0.4%,-2.3%,2.1%,2.3%,-1.4%,2.9%,?
COc1ccc(-n2nnnc2SCC(=O)NC(=O)Nc2ccc3c(c2)OCCO3)cc1,19µM*,68.8%,25.6%,6.4%,27.3%,-29.7%,18.8%,?,-4.0%,27.6%
Cc1cc(/C=C(/C#N)c2nc3ccccc3[nH]2)c(C)n1-c1ccccc1C(=O)O,?,-20.2%,2.5%,4.8%,-0.2%,-21.2%,0.4%,-3.1%,?,11.3%
O=c1/c(=C/c2ccc(O)c([N+](=O)[O-])c2)sc2nc3ccccc3n12,6.75µM*,67.6%,3.6%,3.2%,2.9%,-1.3%,26.1%,12.1%,-2.4%,-7.4%
Cc1ccc2nc(-c3ccccn3)cc(C(=O)NC(C)C(C)(C)C)c2c1 (stereo unspecified),-0.5%,-14.6%,-2.7%,5.8%,0.8%,-1.2%,-0.4%,-10.2%,0.3%,-33.6%
CCC(=O)N1CCc2cc(S(=O)(=O)CCC(=O)NCCc3ccccc3)ccc21,-1.4%,-3.8%,1.6%,-0.1%,-10.8%,1.3%,-0.7%,1.2%,-1.0%,20.8%
O=C(COC(=O)Cc1ccc(S(=O)(=O)N2CCOCC2)s1)NCc1ccc(Cl)cc1,5.7%,-0.9%,-3.9%,5.3%,1.7%,9.9%,-0.4%,2.2%,0.1%,-36.6%
COC(=O)CSc1nc(NC(C)(C)C)nc(N(C)C)n1,-18.0%,15.8%,22.5%,-7.1%,23.6%,-15.4%,7.4%,6.6%,-6.1%,-0.8%
CC(=O)Nc1cc(NC(C)=O)cc(C(=O)OC(C)C(=O)Nc2ccc(S(=O)(=O)N3CCCC3)cc2)c1 (stereo unspecified),3.7%,-6.6%,-4.0%,4.2%,2.0%,.,-2.3%,3.7%,.,.
CC1=CC(C)(C)N(C(=O)c2ccccc2)c2ccccc21,0.7%,0.1%,1.4%,-0.5%,5.6%,1.4%,-4.0%,-1.4%,-6.4%,3.9%
COc1cc2c(cc1OC)CN(C(=O)CCOc1ccccc1C)CC2,2.0%,-67.2%,-10.7%,.,-2.5%,-2.4%,-5.8%,-0.1%,-5.3%,-1.9%
O=C([O-])c1cc(-c2ccccc2)cc(-c2ccccc2)[n+]1Cc1ccccc1,?,.,28.9%,.,-13.4%,.,-13.9%,-0.4%,.,.
COc1ccc(CC(=O)OCC(=O)Nc2ccc3c(c2)OCCO3)cc1OC,0.0%,-6.5%,-3.3%,7.3%,-1.5%,10.7%,-3.5%,0.2%,2.0%,1.9%
O=c1ccc(-c2ccc(S(=O)(=O)Nc3ccc(F)cc3)o2)n[nH]1,-0.2%,2.9%,9.2%,-9.5%,-0.7%,3.4%,-0.5%,-1.1%,?,-10.9%
CC(C)CCNC(=O)CN(C(=O)CCC(=O)Nc1ccccn1)c1ccc2c(c1)OCO2,-0.9%,-5.0%,-3.0%,-5.0%,-13.4%,13.4%,0.6%,-2.2%,-7.8%,0.2%
CCCCN(C(=O)CCC(=O)Nc1cc(C)on1)C(C(=O)NC1CCCC1)c1cccc(OC)c1 (stereo unspecified),-0.4%,-31.1%,-2.0%,-3.4%,-4.8%,-0.5%,-3.3%,-0.1%,1.2%,-8.0%
CC(=O)c1ccc(N(C(=O)CNC(=O)c2ccco2)C(C(=O)NC2CCCC2)c2cccnc2)cc1 (stereo unspecified),1.2%,-12.8%,2.3%,-4.0%,4.6%,4.5%,2.7%,3.6%,-5.2%,-22.2%
CCN(CCn1cccn1)C(=O)CC1C(=O)NCCN1Cc1ccc(F)cc1 (stereo unspecified),1.5%,17.5%,-1.4%,-1.8%,0.7%,8.7%,-3.9%,-0.8%,-6.1%,6.9%
COc1ccc(N(CC(=O)Nc2ccccc2F)S(=O)(=O)c2ccc(OC)c(OC)c2)cc1,1.1%,-5.7%,.,16.0%,4.1%,18.8%,-3.2%,-6.7%,2.7%,-5.8%[1.91 µM]
COc1ccc(NS(=O)(=O)c2csc(C(N)=O)c2)cc1,-1.8%,-3.7%,4.6%,0.9%,-3.1%,1.9%,-0.3%,-1.9%,-1.5%,15.7%
Cc1cc(=O)oc(C)c1C(=O)OC(C(=O)c1ccccc1)c1ccccc1 (stereo unspecified),-0.2%,-25.5%,4.7%,-7.6%,-0.7%,-2.4%,-1.6%,6.1%,-3.0%,1.1%
Cc1ccc(CS(=O)(=O)Cc2ccc(C(=O)NCc3ccco3)o2)cc1,0.8%,-4.9%,-4.6%,5.5%,-10.1%,-1.1%,-3.7%,-3.2%,13.9%,3.3%

Bioassay records as filed in PubChem BioAssay.
